NCI-60 one-dose screen, 48 h, at 10 µM unless noted. Numbers give growth in % (100 = growth as untreated, 0 = no growth, -100 = all killed).
SF-295 – SF-295 CNS cancer cells; AID 1794758; 79,000 tested, 5.6% active
U251 – U251 CNS tumor cells. AID 1794753. 80,000 tested, 5.4% active
PC-3 – PC-3 prostate cancer cells | 80,000 tested, 3.9% active | AID 1794754
OVCAR-8 – OVCAR-8 ovarian cancer; 81,000 tested, 4.4% active
DU-145 – DU-145 prostate cancer; AID 1794760; 81,000 tested, 4.2% active
SNB-19 – SNB-19 CNS cancer cells; AID 1794751; 81,000 tested, 2.5% active
SF-268 – SF-268 CNS cancer cells | 82,000 tested, 3.1% active
SF-539 – SF-539 CNS cancer; 81,000 tested, 6.8% active; AID 1794752
Starred values were filed as active, the others as inactive; & = joins results of further samples. The calls were made as follows: active = growth percent below 10; inactive = the rest.

The first 2 records, to show the layout:
How did N/N=C(\CCNc1ccc(S(N)(=O)=O)cc1)c1ccc2ccccc2c1 do in these assays?
SF-295: 107; U251: 105; PC-3: 93; OVCAR-8: 100; DU-145: 107; SNB-19: 108; SF-268: 103; SF-539: 95

What do the screens show for `Cn1c(=O)c2[nH]c(=S)n(C)c2n(C)c1=O`?
SF-295: 87; U251: 111; PC-3: 101; OVCAR-8: 107; DU-145: 98; SNB-19: 99; SF-268: 98; SF-539: 95

This part in full (from the top)
How did N/N=C(\CCNc1ccc(S(N)(=O)=O)cc1)c1ccc2ccccc2c1 do in these assays?
SF-295: 107; U251: 105; PC-3: 93; OVCAR-8: 100; DU-145: 107; SNB-19: 108; SF-268: 103; SF-539: 95

What do the screens show for `Cn1c(=O)c2[nH]c(=S)n(C)c2n(C)c1=O`?
SF-295: 87; U251: 111; PC-3: 101; OVCAR-8: 107; DU-145: 98; SNB-19: 99; SF-268: 98; SF-539: 95

Results for CCOC(=O)n1cc(-c2nonc2-c2cn(C)c3ccc(Br)cc23)c2cc(F)ccc21 ?
SF-295: 63; U251: 80; PC-3: 69; OVCAR-8: 79; DU-145: 86; SNB-19: 87; SF-268: 81; SF-539: 79

Results for CC1(C)CC(=O)C2=C(C1)N(c1ccc(F)cc1F)C(N)=C(C#N)C2c1ccccc1Br (stereo unspecified) ?
SF-295: 80; U251: 72; PC-3: 80; OVCAR-8: 91; DU-145: 104; SNB-19: 94; SF-268: 87; SF-539: 79

How did N#C/C(=C\c1ccc(Br)cc1)n1nnc2ccccc21 do in these assays?
SF-295: 16; U251: -36*; PC-3: 13; OVCAR-8: 17; DU-145: 15; SNB-19: 29; SF-268: 24; SF-539: -3.5*

How did CSc1cccc([N+](=O)[O-])c1 do in these assays?
SF-295: 106; U251: 109; PC-3: 97; OVCAR-8: 107; DU-145: 110; SNB-19: 110; SF-268: 110; SF-539: 96

Results for O=C(Nc1nc(-c2ccccc2)cs1)c1ccc(Cc2n[nH]c(=O)c3cccnc23)cc1 ?
SF-295: 105; U251: 101; PC-3: 88; OVCAR-8: 96; DU-145: 111; SNB-19: 98; SF-268: 95; SF-539: 95

Results for Cc1ccc(C2CC(c3ccc(NC(=S)Nc4ccccc4)cc3)=NN2c2ccc(S(N)(=O)=O)cc2)cc1 (stereo unspecified) ?
SF-295: 8.4*; U251: 5.8*; PC-3: 7.2*; OVCAR-8: 26; DU-145: 20; SNB-19: 23; SF-268: 16; SF-539: 10

What do the screens show for `O=C1OC2C(I)C3CC2C1C3c1ccccc1` (stereo unspecified)?
SF-295: 172; U251: 104; PC-3: 94; OVCAR-8: 112; DU-145: 107; SF-268: 106; SF-539: 94

Results for Cn1cc(-c2cc(N)n3nc(-c4c[nH]c5ccc(F)cc45)cc3n2)c2cccnc21 ?
SF-295: -94*; U251: -85*; PC-3: -45*; OVCAR-8: -60*; DU-145: -76*; SNB-19: -25*; SF-268: -27*; SF-539: -96*

Results for CCc1nn2c(C)cc(C)nc2c1Cc1ccc(/C=C/CN2CCN(CCOCCOCCN3CCN(C/C=C/c4ccc(Cc5c(CC)nn6c(C)cc(C)nc56)cc4)CC3)CC2)cc1 ?
SF-295: -53*; U251: -47*; PC-3: 25; OVCAR-8: 19; DU-145: -32*; SNB-19: 18; SF-268: -54*; SF-539: -84*

What do the screens show for `O=c1/c(=C/N2CCc3ccccc32)sc2ncnn12`?
SF-295: 104; U251: 100; PC-3: 103; OVCAR-8: 100; DU-145: 110; SNB-19: 98; SF-268: 105; SF-539: 101

Sorted by count of non-hydrogen atoms (ascending): 4 of the compounds above
How did CSc1cccc([N+](=O)[O-])c1 do in these assays?
SF-295: 106; U251: 109; PC-3: 97; OVCAR-8: 107; DU-145: 110; SNB-19: 110; SF-268: 110; SF-539: 96

How did N/N=C(\CCNc1ccc(S(N)(=O)=O)cc1)c1ccc2ccccc2c1 do in these assays?
SF-295: 107; U251: 105; PC-3: 93; OVCAR-8: 100; DU-145: 107; SNB-19: 108; SF-268: 103; SF-539: 95

Results for CCOC(=O)n1cc(-c2nonc2-c2cn(C)c3ccc(Br)cc23)c2cc(F)ccc21 ?
SF-295: 63; U251: 80; PC-3: 69; OVCAR-8: 79; DU-145: 86; SNB-19: 87; SF-268: 81; SF-539: 79

Results for O=C(Nc1nc(-c2ccccc2)cs1)c1ccc(Cc2n[nH]c(=O)c3cccnc23)cc1 ?
SF-295: 105; U251: 101; PC-3: 88; OVCAR-8: 96; DU-145: 111; SNB-19: 98; SF-268: 95; SF-539: 95

(next part)
Results for Nc1cc(=O)n(Cc2ccccc2)c(N)c1C(=O)NCc1ccccc1 ?
SF-295: 90; PC-3: 97; OVCAR-8: 93; DU-145: 121; SNB-19: 94; SF-268: 113; SF-539: 98

Results for O=C(Cn1c(/C=C/c2ccc([N+](=O)[O-])cc2)nc2ccccc2c1=O)Nc1ccccc1 ?
SF-295: 72; U251: 69; PC-3: 85; OVCAR-8: 66; DU-145: 79; SNB-19: 37; SF-268: 59; SF-539: 21

Results for CNC(=O)c1cc(Oc2ccc3c(c2)sc2nc(-c4ccc(NC(=O)[C@@H](NC(=O)OC)C(C)C)cc4)cn23)ccn1 ?
SF-295: 69; U251: 82; PC-3: 40; OVCAR-8: 35; DU-145: 85; SNB-19: 91; SF-268: 83; SF-539: 88

What do the screens show for `O=S(=O)(Cc1ccccc1)NC1c2ccccc2Oc2ccccc21`?
SF-295: 100; U251: 102; PC-3: 97; OVCAR-8: 98; DU-145: 118; SNB-19: 96; SF-268: 103; SF-539: 107

What do the screens show for `O=C(O)c1ccc(-n2cc(CNc3cc(F)c(F)c(F)c3)c(-c3cccc(F)c3)n2)cc1`?
SF-295: 37; U251: 93; PC-3: 79; OVCAR-8: 83; DU-145: 101; SNB-19: 97; SF-268: 106; SF-539: 97

What do the screens show for `O=C1c2c(c3c4cc(O)ccc4oc3c3[nH]c4ccccc4c23)C(=O)N1O`?
SF-295: 10; U251: -3.6*; PC-3: 13; OVCAR-8: 12; DU-145: 11; SNB-19: 16; SF-268: 17; SF-539: -15*

Results for Cc1nn(C(=O)c2c(-c3ccccc3)noc2C)c(C)c1N=Nc1cc(C(F)(F)F)cc(C(F)(F)F)c1 ?
U251: 111; PC-3: 81; OVCAR-8: 110; DU-145: 98; SNB-19: 111; SF-268: 98; SF-539: 109

Results for C/C=C/C1=CN2C(=O)c3cc(OC4OC(C)C(NC)C(C)(O)C4O)c(C)c(O)c3N=C[C@@H]2C1 (stereo partly specified) ?
SF-295: -25*; U251: 5.6*; PC-3: 3.4*; OVCAR-8: 9.2*; DU-145: -13*; SNB-19: 9.3*; SF-268: -36*; SF-539: -46*

What do the screens show for `COc1ccc(Br)c(C=O)c1OS(=O)(=O)c1ccc(C)cc1`?
SF-295: 102; U251: 91; PC-3: 84; OVCAR-8: 92; DU-145: 107; SNB-19: 105; SF-268: 95; SF-539: 98

How did COc1cc2c(cc1-c1c(C)noc1C)ncc1nc(C3CCCCC3)n([C@H](C)COC(F)F)c12 do in these assays?
SF-295: 52; U251: 46; PC-3: 35; OVCAR-8: 42; DU-145: 64; SNB-19: 45; SF-268: 59; SF-539: 35

Results for NC1=C(O)C(=O)C(c2cccnc2)O1 (stereo unspecified) ?
SF-295: 98; U251: 102; PC-3: 101; OVCAR-8: 102; DU-145: 109; SF-539: 101

Results for CCOC(=O)c1ccc2c(c1N1CCOCC1)N(O)ON2 ?
SF-295: 96; U251: 93; PC-3: 100; OVCAR-8: 99; DU-145: 107; SNB-19: 91; SF-268: 95; SF-539: 97

How did CC(C)CCNC(=O)[C@@H](CC(C)C)n1cccc(NC(=O)OCc2ccccc2)c1=O do in these assays?
SF-295: 95; U251: 98; PC-3: 90; OVCAR-8: 99; DU-145: 111; SNB-19: 87; SF-268: 107; SF-539: 105

What do the screens show for `COc1ccc(/C=C/C(=O)c2ccc(B(O)O)cc2)cc1O`?
SF-295: 99; U251: 81; PC-3: 74; OVCAR-8: 90; DU-145: 76; SNB-19: 89; SF-268: 82; SF-539: 71

What do the screens show for `Cc1cc2nc3c4ccccc4n(CCO)c3nc2cc1C`?
SF-295: 66; U251: 65; PC-3: 57; OVCAR-8: 73; DU-145: 58; SNB-19: 88; SF-268: 78; SF-539: 37

What do the screens show for `O=C(c1nn(-c2ccc(Cl)cc2)cc1O)n1nc(C(F)(F)F)cc1-c1ccccc1`?
SF-295: -0.4*; U251: 47; OVCAR-8: 23; DU-145: 49; SNB-19: 51; SF-268: 42; SF-539: 46

How did COc1ccc2nc(-c3ccc(OC)c(OC)c3)cc(-c3nnc(SCC(=O)Nc4ccc(/C(C)=N\O)cc4)n3-c3ccccc3)c2c1 do in these assays?
SF-295: 93; U251: 78; PC-3: 61; OVCAR-8: 72; DU-145: 83; SNB-19: 84; SF-268: 78; SF-539: 81

What do the screens show for `C=CCC(O)c1ccc(OC)c(OC)c1` (stereo unspecified)?
SF-295: 103; U251: 91; PC-3: 113; OVCAR-8: 101; DU-145: 115; SNB-19: 108; SF-268: 112; SF-539: 97

Results for O=C1CCC(C(=O)NNc2ccc([N+](=O)[O-])cc2)N1 (stereo unspecified) ?
SF-295: 97; U251: 93; PC-3: 91; OVCAR-8: 101; DU-145: 105; SNB-19: 97; SF-268: 89; SF-539: 92

Results for O=C1CCC(NNC(=S)Nc2ccc(Cl)cc2)N1 (stereo unspecified) ?
SF-295: 110; U251: 104; PC-3: 103; OVCAR-8: 108; DU-145: 115; SNB-19: 105; SF-268: 108; SF-539: 108

How did Clc1ccccc1-c1cnn2cc(-c3ccccc3)cnc12 do in these assays?
SF-295: 83; U251: 83; PC-3: 86; OVCAR-8: 79; DU-145: 88; SNB-19: 71; SF-268: 86; SF-539: 81

How did N#CC(I)CS(=O)(=O)c1ccccc1 (stereo unspecified) do in these assays?
SF-295: 115; U251: 91; PC-3: 91; OVCAR-8: 91; DU-145: 100; SNB-19: 95; SF-268: 87; SF-539: 96

What do the screens show for `C/C=C(\Br)C(=O)N1CCCCC1`?
SF-295: 93; PC-3: 98; OVCAR-8: 98; DU-145: 111; SNB-19: 99; SF-268: 108; SF-539: 97

What do the screens show for `O=C(Nc1nc(-c2ccc(F)cc2)cc(-c2ccc(Cl)cc2)n1)c1cccnc1`?
SF-295: 102; U251: 93; PC-3: 81; OVCAR-8: 95; DU-145: 102; SNB-19: 90; SF-268: 96; SF-539: 98

How did O=C1NC(CCCl)C(=O)NC1CCCl (stereo unspecified) do in these assays?
SF-295: 114&126; U251: 112&101; PC-3: 87&97; OVCAR-8: 114&102; DU-145: 104&107; SNB-19: 102&110; SF-268: 105&98; SF-539: 106&99

What do the screens show for `Nc1ccc(-c2ccncc2)cc1NC(=O)N1Cc2ccccc2C1`?
SF-295: 80; U251: 80; PC-3: 96; OVCAR-8: 64; DU-145: 95; SNB-19: 92; SF-268: 89; SF-539: 88

What do the screens show for `O=C(O)c1cccnc1Br`?
SF-295: 96; U251: 98; PC-3: 108; OVCAR-8: 106; DU-145: 129; SF-268: 110; SF-539: 92

What do the screens show for `COc1ccc(-c2nc(-c3ccccn3)c(-c3ccccn3)n2CC(C)C)cc1OC1CCCC1`?
SF-295: 8.5*; U251: 11; PC-3: 13; OVCAR-8: 16; DU-145: 29; SNB-19: 24; SF-268: 19; SF-539: 39

What do the screens show for `NCCOc1ncccc1/C=C1\c2ccccc2-c2ccc([N+](=O)[O-])cc21`?
SF-295: -37*; U251: -75*; PC-3: 3.4*; OVCAR-8: -13*; DU-145: -34*; SNB-19: -6.4*; SF-268: -13*; SF-539: -83*

Results for CC(C)(C)OC(=O)N1CC=CCN(OCc2ccccc2)S1(=O)=O ?
SF-295: 98; U251: 101; PC-3: 109; OVCAR-8: 93; DU-145: 106; SNB-19: 100; SF-268: 100; SF-539: 114

What do the screens show for `O=C1CS(=O)(=O)N(Cc2ccccc2)Cc2ccccc21`?
SF-295: 106; U251: 102; PC-3: 94; OVCAR-8: 99; DU-145: 110; SNB-19: 94; SF-268: 103; SF-539: 104

Results for CCOC(=O)CSc1sc(C(=O)OCC)c(N)c1C#N ?
SF-295: 91; U251: 98; PC-3: 100; OVCAR-8: 109; DU-145: 106; SNB-19: 103; SF-268: 105; SF-539: 100

What do the screens show for `NC(=O)c1c(NC(=O)c2ccccc2)sc2c1CCC(=O)C2`?
SF-295: 33; U251: 18; PC-3: 10; OVCAR-8: 17; DU-145: 35; SNB-19: 19; SF-268: 18; SF-539: 16

Results for O=C1CSC(c2ccccc2Cl)N1Cc1ccccc1 (stereo unspecified) ?
SF-295: 84; U251: 102; PC-3: 96; OVCAR-8: 107; DU-145: 104; SNB-19: 94; SF-268: 110; SF-539: 105

How did C#Cc1cccc(Nc2nc(C)nc3cc(NC(=O)CCl)ccc23)c1 do in these assays?
SF-295: -80*; U251: -94*; PC-3: -81*; OVCAR-8: -15*; DU-145: -96*; SNB-19: -33*; SF-268: -67*; SF-539: -93*

What do the screens show for `CNC1=C([N+](=O)[O-])C(c2cccc(Br)c2)C(C#N)=C(c2cccs2)O1` (stereo unspecified)?
SF-295: 95; U251: 95; PC-3: 98; OVCAR-8: 98; DU-145: 104; SNB-19: 101; SF-268: 97; SF-539: 97

What do the screens show for `CCOC(=O)C1=C(N)N(c2ccc(C)cc2)C2=C(C(=O)CC(C)(C)C2)C1c1ccccc1Cl` (stereo unspecified)?
SF-295: 96; U251: 96; PC-3: 58; OVCAR-8: 92; DU-145: 108; SNB-19: 88; SF-268: 94; SF-539: 109

How did CC(=O)CC[C@H]1C(=O)N[C@@H](C(C)C)C(=O)N[C@@H](Cc2cc(O)cc(F)c2)C(=O)N2CCC[C@H](N2)C(=O)O[C@H](/C(C)=C/C=C/C(=O)OC(C)(C)C)C/C=C/C=C/[C@H](O)[C@H](C)[C@H]1O do in these assays?
SF-295: 50; U251: 43; PC-3: 49; DU-145: 43; SNB-19: 70; SF-268: 54; SF-539: 67

Compounds as they come. Share with any hit: about 9.2%.
